From PubChem
IDH1 R132H inh: blocks human IDH1 R132H reductase activity; AID 624101; hit rate 0.18% among 70,000; O75874; diaphorase/resazurin fluorescence, 60 min; inhibition, % at 10 µM; in the data active means inhibition above about 34%; inconclusive means no clear call, values can overlap the other calls; inactive means below about 11%;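 further: 0% = DMSO and 100% = no enzyme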
PRC2 inh: blocks human EZH2/PRC2 H3K27 methylation; inhibition, % at 12.5 µM; hit rate 0.35% among 57,000; AID 651548; Q15910; DELFIA TRF, 1 h;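 active means mean inhibition of replicates at least 50% and every single replicate also reaching 50%; inconclusive means mean inhibition at least 50% but some replicate falls below 50%; inactive means mean inhibition under 50%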;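 further: dimethyl H3K27 on biotinylated H3 21-44 peptide detected by antibody; plate controls were median neutral control wells for no effect and median positive control wells for full effect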
Target sequence (Q15910 whole entry, looked up): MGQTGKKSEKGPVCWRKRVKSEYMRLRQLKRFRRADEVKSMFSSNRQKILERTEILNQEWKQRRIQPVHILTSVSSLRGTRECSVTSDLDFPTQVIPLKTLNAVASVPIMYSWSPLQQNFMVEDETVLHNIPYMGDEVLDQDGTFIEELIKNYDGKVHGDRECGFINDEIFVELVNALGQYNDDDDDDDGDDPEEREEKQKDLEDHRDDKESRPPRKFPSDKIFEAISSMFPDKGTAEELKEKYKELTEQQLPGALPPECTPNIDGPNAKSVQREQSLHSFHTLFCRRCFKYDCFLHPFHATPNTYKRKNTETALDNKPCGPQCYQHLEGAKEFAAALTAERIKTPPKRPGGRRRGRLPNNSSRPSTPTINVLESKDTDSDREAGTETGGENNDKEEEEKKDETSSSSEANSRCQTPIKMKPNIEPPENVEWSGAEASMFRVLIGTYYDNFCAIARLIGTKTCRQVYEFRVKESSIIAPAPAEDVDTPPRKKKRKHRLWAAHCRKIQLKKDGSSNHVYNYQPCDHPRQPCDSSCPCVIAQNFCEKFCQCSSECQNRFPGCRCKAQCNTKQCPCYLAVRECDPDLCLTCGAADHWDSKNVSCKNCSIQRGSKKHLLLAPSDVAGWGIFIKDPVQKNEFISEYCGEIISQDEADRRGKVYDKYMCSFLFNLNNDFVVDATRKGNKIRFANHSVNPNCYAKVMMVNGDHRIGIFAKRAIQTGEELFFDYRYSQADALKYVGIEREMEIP
* = called active by the depositor; ? = inconclusive; . = not tested or not shown. These rows are one share of the data (hit frequency here may not be typical).

Each structure is followed by: IDH1 R132H inh, PRC2 inh
- COCC(=O)Nc1ccc2c(c1)OC[C@@H](C)N(C(=O)c1ccccn1)C[C@@H](C)[C@@H](OC)CN(C)C2=O
→ ., 11
- CNC[C@H]1Oc2cc(C#Cc3ccc(F)cc3)ccc2S(=O)(=O)N([C@@H](C)CO)C[C@H]1C
→ ?, .
- CCCNC(=O)N(C)C[C@H]1Oc2ncc(-c3ccccc3F)cc2C(=O)N([C@H](C)CO)C[C@@H]1C
→ 0.2, 3
- CC(C)NC(=O)N(C)C[C@H]1Oc2c(NS(=O)(=O)c3cccs3)cccc2C(=O)N([C@@H](C)CO)C[C@H]1C
→ 1.4, .
- O=S(=O)(N[C@@H]1CC[C@H](CCn2cc(-c3cccc(F)c3)nn2)O[C@@H]1CO)c1ccc(Cl)cc1
→ -0.9, 6
- C[C@@H]1CN([C@@H](C)CO)C(=O)Cc2cc(NC(=O)Nc3ccc(C(F)(F)F)cc3)ccc2O[C@H]1CN(C)CC1CCCCC1
→ -0.1, .
- CN(C)C(=O)C[C@@H]1CC[C@H](NC(=O)C2CCOCC2)[C@@H](CO)O1
→ 0.1, -2
- COc1ccc(CN(C)C[C@@H]2Oc3c(NC(=O)c4ccc(-c5nccs5)cc4)cccc3C(=O)N([C@H](C)CO)C[C@H]2C)cc1
→ ., 4
- C[C@@H]1CN([C@H](C)CO)C(=O)Cc2cc(NC(=O)Nc3cccc4ccccc34)ccc2O[C@H]1CN(C)S(=O)(=O)c1ccc(F)cc1
→ 1.0, .
- Cc1ccc(-c2cnc3c(c2)C(=O)N([C@@H](C)CO)C[C@@H](C)[C@H](CN(C)S(C)(=O)=O)O3)cc1
→ -20, 11
- O=C1CC(C(=O)NCc2ccccc2)N=C(N2CCCCC2)N1 (centres undefined)
→ -0.2, -3
- CO[C@@H]1CN(C)C(=O)c2cc(NC(=O)c3ccc(Oc4ccccc4)cc3)ccc2OC[C@H](C)NC[C@H]1C
→ 0.2, -13
- CO[C@H]1CN(C)C(=O)c2ccc(NC(=O)c3ccc(F)cc3)cc2OC[C@@H](C)N(C(=O)CC2CC2)C[C@H]1C
→ 0.3, 9
- C[C@@H]1CN([C@@H](C)CO)C(=O)c2cc(NC(=O)Nc3ccc4c(c3)OCO4)ccc2O[C@H]1CN(C)Cc1ccc(C(=O)Nc2ccccc2N)cc1
→ 0.2, -32
- COCC#Cc1cnc2c(c1)C(=O)N([C@@H](C)CO)C[C@H](C)[C@@H](CN(C)C(=O)CN1CCOCC1)O2
→ ., 6
- C[C@@H]1CN([C@@H](C)CO)C(=O)Cc2cc(NC(=O)Nc3ccc(F)cc3)ccc2O[C@H]1CN(C)Cc1ccc(C(=O)Nc2ccccc2N)cc1
→ -0.1, .
- Cn1c(Cc2csc(N)n2)nnc1SC/C=C/c1ccccc1
→ 1.7, -4
- C[C@@H]1CN([C@@H](C)CO)C(=O)CCCn2cc(nn2)CO[C@H]1CN(C)S(=O)(=O)c1ccc(Oc2ccccc2)nc1
→ -0.7, .
- CC(C)c1ccc(NC(=O)CSCc2csc3ccccc23)cc1
→ 0.1, -478
- COc1ccc(NC(=O)N(C)C[C@H]2Oc3ccc(NS(=O)(=O)c4ccccc4)cc3CC(=O)N([C@H](C)CO)C[C@H]2C)cc1
→ 0.0, .
- C[C@@H]1CN([C@H](C)CO)C(=O)Cc2cc(NC(=O)Cn3cnnn3)ccc2O[C@@H]1CN(C)S(=O)(=O)c1cn(C)cn1
→ -0.7, .
- CC(C)OC(=O)N(C)C[C@H]1OCc2cnnn2CCCC(=O)N([C@H](C)CO)C[C@@H]1C
→ ., -3
- O=c1[nH]c2nonc2nc1/C=C(\O)c1ccccc1
→ 1.0, -1
- COc1ccc(NC(=O)N[C@@H]2C=C[C@@H](CC(=O)NC3CCC3)O[C@H]2CO)cc1
→ 0.2, -1
- O=C(CCCCCCC(=O)N/N=C\c1ccc(O)c2ccccc12)NO
→ ., 1
- Cc1noc(C)c1NC(=O)N(C)C[C@@H]1Oc2c(cccc2N(C)C)C(=O)N([C@@H](C)CO)C[C@@H]1C
→ 0.6, -1
- C[C@H]1CN([C@@H](C)CO)C(=O)c2cc(NC(=O)Nc3ccc4c(c3)OCO4)ccc2O[C@H]1CN(C)C
→ 0.8, -7
- CC(=O)Nc1cccc(NC(=O)CNc2ccc(C(F)(F)F)cc2[N+](=O)[O-])c1
→ -0.3, -12
- Cc1ccccc1-c1ccc2c(c1)O[C@H](CN(C)C(=O)Nc1ccccc1)[C@H](C)CN([C@H](C)CO)S2(=O)=O
→ -3.0, -14
- CCN(CC)CCNc1ncnc2scc(-c3ccc(F)cc3)c12
→ -1.1, -11

Each structure is followed by: IDH1 R132H inh, PRC2 inh
- C[C@H](CO)N1C[C@H](C)[C@H](CN(C)Cc2ccc(F)cc2)Oc2ncc(-c3ccccc3)cc2C1=O
→ -0.3, .
- O=C(c1ccccc1)c1ccc(OCC(O)Cn2cnc3ccccc32)cc1 (centres undefined)
→ 5.2, 1
- C[C@H](O)C#Cc1ccc2c(c1)O[C@H](CN(C)Cc1cccnc1)[C@H](C)CN([C@H](C)CO)S2(=O)=O
→ -3.5, 25
- CCC(=O)N[C@H]1CC[C@H](CC(=O)NCc2ccc(OC)cc2)O[C@@H]1CO
→ -0.3, 10
- Cc1cc(O)c(Cc2c(O)cc(C)oc2=O)c(=O)o1
→ -0.2, .
- COc1ccc(CN(C)C[C@H]2Oc3ccc(NC(=O)c4ccncc4)cc3CC(=O)N([C@H](C)CO)C[C@H]2C)cc1
→ ., -9
- C[C@@H]1CN([C@H](C)CO)C(=O)c2cc(NS(C)(=O)=O)ccc2O[C@@H]1CN(C)S(=O)(=O)c1ccc(Cl)cc1
→ 4.5, .
- C[C@H]1CN([C@@H](C)CO)S(=O)(=O)c2ccc(-c3ccc(C(=O)N(C)C)cc3)cc2O[C@H]1CN(C)Cc1ccccc1C(=O)O
→ 0.0, -4
- N#CCSc1nnc(-c2ncc(C(F)(F)F)cc2Cl)n1-c1ccc(Cl)cc1
→ -1.0, 3
- O=C(C[C@@H]1CC[C@H](NC(=O)c2ccccc2)[C@H](CO)O1)Nc1ccc(-c2ccccc2)cc1
→ -1.0, -3
- CO[C@H]1CN(C)C(=O)c2cc(NC(=O)c3ccc(F)cc3)ccc2OC[C@@H](C)N(C(=O)CC2CC2)C[C@H]1C
→ 0.1, 4
- C[C@H](CO)N1C[C@H](C)[C@H](CN(C)Cc2ccc(C(F)(F)F)cc2)OCCCC[C@H](C)Oc2ccc(NC(=O)CCC(F)(F)F)cc2C1=O
→ 0.4, .
- CCCC(=O)Nc1ccc2c(c1)OC[C@H](C)N(Cc1nccs1)C[C@@H](C)[C@H](OC)CN(C)C2=O
→ 0.2, 9
- CC(C)NC(=O)N(C)C[C@@H]1Oc2ccc(NS(=O)(=O)c3cn(C)cn3)cc2CC(=O)N([C@@H](C)CO)C[C@@H]1C
→ 3.8, .
- COCC(=O)Nc1ccc2c(c1)[C@@H]1C[C@@H](CC(=O)N3CCc4ccccc4C3)O[C@H](CO)[C@@H]1O2
→ -0.8, -1
- C[C@@H]1CN([C@H](C)CO)C(=O)Cc2cc(NS(=O)(=O)c3cccs3)ccc2O[C@H]1CN(C)Cc1ccc2c(c1)OCO2
→ -0.7, .
- C[C@H](CO)N1C[C@H](C)[C@@H](CN(C)Cc2ccc(C(=O)O)cc2)OCCCC[C@H](C)Oc2ccc(NC(=O)C3CCCCC3)cc2C1=O
→ 0.7, .
- CNC[C@@H]1Oc2ccc(NS(=O)(=O)c3ccccc3)cc2CC(=O)N([C@@H](C)CO)C[C@H]1C
→ 4.6, 7
- C[C@@H]1CN([C@@H](C)CO)C(=O)c2cccc(NC(=O)c3nc4ccccc4s3)c2O[C@H]1CN(C)Cc1ccc(Cl)c(Cl)c1
→ -2.6, .
- CN1CCN(C(=O)C[C@H]2C[C@H]3c4cc(NC(=O)c5cccnc5)ccc4O[C@H]3[C@@H](CO)O2)CC1
→ 0.4, 3
- C=CC[C@]1(C(=O)NCC(O)CO)N=C(c2ccc(OCCCO)cc2)O[C@H]1c1ccccc1 (some centres undefined)
→ ., -9
- CC(C)NC(=O)Nc1ccc2c(c1)CC(=O)N([C@H](C)CO)C[C@@H](C)[C@@H](CN(C)Cc1ccc(C(F)(F)F)cc1)O2
→ 1.5, .
- O=C(CSc1nnc(-c2ccncc2)n1-c1ccccc1)Nc1ccc(Cl)c(Cl)c1
→ 0.2, -1
- COC(=O)CCCCCCC(=O)N/N=C/c1cn(Cc2ccccc2)c2ccccc12
→ ., 22
- O=C(Cc1ccccn1)NCC[C@@H]1CC[C@H](NC(=O)Nc2ccc(F)cc2)[C@H](CO)O1
→ 0.0, -6
- C[C@H](CO)N1C[C@H](C)[C@H](CN(C)C(=O)Cc2cccnc2)Oc2ncc(C#CCN(C)C)cc2C1=O
→ 1.6, .
- C[C@@H]1CN([C@H](C)CO)C(=O)c2cc(C#C[C@@H](C)O)cnc2O[C@H]1CN(C)C(=O)Cc1ccccn1
→ 1.0, 8
- CCc1cccc(C)c1NC(=O)C(C)NS(=O)(=O)c1ccc(C)cc1 (centres undefined)
→ 0.0, 10
- COCCNC(=O)C[C@@H]1C=C[C@H](NC(=O)NC2CCCCC2)[C@@H](CO)O1
→ -0.1, -6
- COc1ccc(S(=O)(=O)N(C)C[C@@H]2Oc3ccc(NC(=O)Nc4ccc5c(c4)OCO5)cc3C(=O)N([C@H](C)CO)C[C@H]2C)cc1
→ -6.0, .

In a second layout: 2 of the compounds above
Structure | IDH1 R132H inh | PRC2 inh
C[C@@H]1CN([C@H](C)CO)C(=O)c2cc(NS(C)(=O)=O)ccc2O[C@@H]1CN(C)S(=O)(=O)c1ccc(Cl)cc1 | 4.5 | .
O=C(C[C@@H]1CC[C@H](NC(=O)c2ccccc2)[C@H](CO)O1)Nc1ccc(-c2ccccc2)cc1 | -1.0 | -3

The list continues:
Each structure is followed by: IDH1 R132H inh, PRC2 inh
- COCC#Cc1ccc2c(c1)O[C@@H](CN(C)C(=O)Nc1ccc(OC)cc1)[C@@H](C)CN([C@H](C)CO)S2(=O)=O
→ -0.1, .
- CN(C)C(=O)C[C@H]1CC[C@H](NS(=O)(=O)c2ccccc2)[C@@H](CO)O1
→ -0.9, 12
- Cc1noc(C)c1S(=O)(=O)N(C)C[C@@H]1OCCCC[C@H](C)Oc2ccc(NC(=O)CCC(F)(F)F)cc2C(=O)N([C@H](C)CO)C[C@@H]1C
→ 2.3, .
- C[C@H]1CCCCO[C@@H](CN(C)Cc2ccccc2)[C@@H](C)CN([C@@H](C)CO)C(=O)c2cc(NC(=O)CCCN(C)C)ccc2O1
→ -0.7, 2
- CCCNC(=O)C[C@@H]1C[C@H]2c3cc(NC(=O)Nc4ccc(F)cc4)ccc3O[C@H]2[C@@H](CO)O1
→ -0.2, 4
- COc1ccc(S(=O)(=O)N(C)C[C@H]2OCCCC[C@@H](C)Oc3ccc(NS(=O)(=O)c4c(C)noc4C)cc3C(=O)N([C@@H](C)CO)C[C@H]2C)cc1
→ -0.7, .
- C[C@H]1CN([C@@H](C)CO)C(=O)c2cccc(NC(=O)Nc3ccc(C(F)(F)F)cc3)c2O[C@H]1CN(C)C
→ -0.2, .
- CCn1c(SCc2nc3ccccc3c(=O)[nH]2)nc2ccccc2c1=O
→ -0.7, -3
- C[C@@H]1CN([C@H](C)CO)C(=O)c2cc(-c3ccccc3)cnc2O[C@@H]1CN(C)C(=O)Cc1ccccc1
→ 4.6, 3
- COc1ccc(S(=O)(=O)Nc2ccc3c(c2)CC(=O)N([C@@H](C)CO)C[C@@H](C)[C@H](CN(C)S(C)(=O)=O)O3)cc1
→ 0.1, .
- CC(C)(C)[S@](=O)N1Cc2cc(C(=O)NCCN3CCCCC3)nc(-c3cccc(-c4ccc(C#N)cc4)c3)c2[C@@H]1CCO
→ -0.2, -10
- O=C(NO)c1cccc(C(=O)N/N=C/c2ccc(O)c3ccccc23)c1
→ ., -3
- N#Cc1c(NC(=S)NC(=O)c2cncc(Br)c2)sc2c1CCCC2
→ 0.4, 6
- COCCNC(=O)c1ccccc1NC(=O)Nc1ccccc1
→ 0.2, -1
- S=C(NCCc1cnc[nH]1)Nc1ccc(Oc2ccccc2)cc1
→ 1.6, -4
- COc1ccccc1NC(=O)CSc1nnc(-c2ccc(Br)cc2)n1C
→ -0.3, -18
- CN(C)C(=O)C[C@H]1C[C@@H]2c3cc(N(C)C)ccc3O[C@@H]2[C@@H](CO)O1
→ -13, 8
- O=C(NCCCn1ccnc1)c1cc(-c2cccnc2)nc2ccc(Br)cc12
→ 0.2, -1
- CC(C)NC(=O)N(C)C[C@@H]1Oc2ccc(NC(=O)CCC(F)(F)F)cc2CC(=O)N([C@@H](C)CO)C[C@@H]1C
→ -0.4, .
- C[C@@H]1CN([C@H](C)CO)C(=O)c2cc(Br)cnc2O[C@H]1CN(C)Cc1ccncc1
→ -1.2, -6
- C[C@H](CO)N1C[C@H](C)[C@@H](CN(C)C(=O)C2CCCCC2)Oc2ncc(C3=CCCC3)cc2C1=O
→ -0.6, .
- CCCC#Cc1ccc2c(c1)O[C@H](CN(C)C(=O)COC)[C@@H](C)CN([C@@H](C)CO)S2(=O)=O
→ -0.1, 6

A draw from above in order of count of non-hydrogen atoms, ascending.
Each structure is followed by: IDH1 R132H inh, PRC2 inh
- O=c1[nH]c2nonc2nc1/C=C(\O)c1ccccc1
→ 1.0, -1
- Cc1noc(C)c1NC(=O)N(C)C[C@@H]1Oc2c(cccc2N(C)C)C(=O)N([C@@H](C)CO)C[C@@H]1C
→ 0.6, -1
- C[C@@H]1CN([C@H](C)CO)C(=O)Cc2cc(NC(=O)Nc3cccc4ccccc34)ccc2O[C@H]1CN(C)S(=O)(=O)c1ccc(F)cc1
→ 1.0, .
